# CHRM1 PAM = human CHRM1 positive allosteric modulation | P11229 | CHO-K1 hM1, Fluo-8 calcium fluorescence, ACh EC20; 0% = ACh EC20, 100% = maximal ACh | activation, % at 3 µM | actives 0.088% (n = 360,000); in the data active = activation above about 19%, passing the limit was not always enough
# Target sequence (P11229 whole entry, looked up): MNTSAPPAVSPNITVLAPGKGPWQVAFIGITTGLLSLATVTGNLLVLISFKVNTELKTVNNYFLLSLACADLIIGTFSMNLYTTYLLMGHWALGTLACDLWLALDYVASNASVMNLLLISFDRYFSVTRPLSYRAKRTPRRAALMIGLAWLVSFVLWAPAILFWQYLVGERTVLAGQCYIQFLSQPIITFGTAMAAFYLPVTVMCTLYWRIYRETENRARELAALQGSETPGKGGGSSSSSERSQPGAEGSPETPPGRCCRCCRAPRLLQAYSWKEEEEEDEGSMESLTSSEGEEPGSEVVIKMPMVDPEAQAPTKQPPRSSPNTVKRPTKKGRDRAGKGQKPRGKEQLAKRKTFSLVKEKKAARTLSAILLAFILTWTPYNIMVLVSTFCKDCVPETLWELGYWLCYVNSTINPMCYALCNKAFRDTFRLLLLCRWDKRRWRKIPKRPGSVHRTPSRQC
# CHRM1 antagonist = antagonists of human M1 muscarinic receptor. P11229. CHO-K1 hM1, Fluo-8 calcium fluorescence, ACh EC80 antagonist. actives 1.3% (n = 360,000). inhibition, % at 3 µM;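 active = percent inhibition above its own plate's cutoff, namely the mean of that plate's compound wells plus 3 SD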;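 note: peak over basal fluorescence ratio during 140 s after agonist addition; 0% = ACh EC80 plus DMSO and 100% = DMSO alone without agonist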
# M4 antag = CHRM4 antagonism in calcium assay; P08173; CHO-hM4 cells, ACh EC80, Fluo-8 calcium fluorescence; inhibition, % at 3 µM; actives 0.73% (n = 360,000); AID 624125;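 active = inhibition above its plate's cutoff, the mean inhibition of sample wells plus 3 SD, cut at about 27% in these data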;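 note: 0% = acetylcholine EC80 with DMSO and 100% = DMSO without agonist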
# CHRM5 antagonist = CHRM5 antagonism in calcium assay | actives 0.59% (n = 360,000) | AID 624040 | CHO-hM5 cells, Fluo-8 calcium fluorescence, ACh EC80 | P08912 | inhibition, % at 3 µM;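 active = inhibition above a per-plate cutoff, the mean of that plate's test compounds plus 3 SD, cut at about 27% in these data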;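 note: 0% = acetylcholine EC80 with DMSO and 100% = DMSO without agonist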
# M5 ag = agonists of human muscarinic M5 receptor (CHRM5). activation, % at 3 µM. P08912. CHO-K1 hM5 cells, Fluo-8 calcium fluorescence; 0% DMSO wells, 100% maximal acetylcholine response. actives 0.19% (n = 360,000);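 active = activation above the run's mean over test compounds plus 3 SD, cut at about 23% in these data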;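 note: signal is peak over basal fluorescence ratio across the kinetic read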
# M5 PAM = CHRM5 positive allosteric modulation | CHO-K1 hM5, Fluo-8 calcium, ACh EC20 PAM; 0% = ACh EC20, 100% = ACh EC100 | activation, % at 3 µM | actives 0.3% (n = 360,000);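 active = activation above the run cutoff, the mean activation of all test compounds plus 3 SD, cut at about 18% in these data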
#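 Test system: CHO-K1 hM5 cells / Doses: single-point, 3 µM nominal / Times: Post-acetylcholine fluorescence recording 140 s / Technique: Fluo-8 calcium fluorescence / Measure: Max/basal fluorescence ratio as % of EC20–EC100 ACh window / Benchmarks: low control EC20 acetylcholine (0%), high control EC100 acetylcholine (100%) / Replicates: one well per compound, no replicates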
# M4 ag = agonists of human muscarinic M4 receptor (CHRM4); activation, % at 3 µM; actives 0.14% (n = 360,000); CHO-K1 hM4/Gqi5, Fluo-8 calcium fluorescence; vehicle 0%, full acetylcholine response 100%; AID 624127;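 active = activation above the run mean over all test wells plus 3 SD, cut at about 32% in these data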;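 note: peak over basal fluorescence ratio per well then scaled between controls; 0% = DMSO wells and 100% = acetylcholine at EC100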
# M1 ag = activates human CHRM1 receptor | P11229 | CHO-K1 hM1, Fluo-8 calcium fluorescence, agonist mode; 0% DMSO, 100% acetylcholine EC100 | activation, % at 3 µM | actives 0.33% (n = 360,000) | AID 588814;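 active = activation above the run's mean compound activation plus 3 SD, cut at about 16% in these data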;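 note: peak over basal fluorescence ratio within a 140 s kinetic read after compound addition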
# TAAR1 agonist = agonists of human TAAR1. CHO RD-HGA16 TAAR1, Fluo-8 calcium fluorescence; vehicle wells 0%, saturating PEA agonist 100%. activation, % at 3 µM. Q96RJ0. actives 0.99% (n = 360,000);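 active = activation above the mean activation of all test compounds in the run plus 3 SD, cut at about 38% in these data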
# Target sequence (Q96RJ0 whole entry, looked up): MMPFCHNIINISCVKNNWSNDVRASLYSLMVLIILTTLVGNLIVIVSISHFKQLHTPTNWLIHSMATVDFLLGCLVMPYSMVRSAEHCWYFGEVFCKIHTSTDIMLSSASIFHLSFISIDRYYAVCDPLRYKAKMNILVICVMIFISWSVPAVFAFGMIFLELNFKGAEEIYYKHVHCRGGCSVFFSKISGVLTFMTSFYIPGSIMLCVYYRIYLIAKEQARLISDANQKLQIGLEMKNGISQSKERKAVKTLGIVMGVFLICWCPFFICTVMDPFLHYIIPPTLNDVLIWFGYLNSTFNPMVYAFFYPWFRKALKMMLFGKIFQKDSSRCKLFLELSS
#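 Test system: RD-HGA16 (CHO) cells co-expressing Gα16 and hTAAR1; dosing: one-point dosing at 3 µM (nominal); timing: 17-24 h seeding, 75 min 37 °C dye, 30 min RT; signal: kinetic Fluo-8 calcium fluorescence; read-out basis: % activation relative to PEA EC100 response; controls: DMSO and PEA EC100; replicates: n 1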
# Active calls of the source: *; · = no result given. Not all compounds are listed. The share of hits here may be higher or lower than overall.
1. N#Cc1c(NC(=O)c2cc([N+](=O)[O-])ccc2N2CCOCC2)sc2c1CCCC2
2. COCCSc1nnc(NC(=O)COc2ccc3c(c2)OCO3)s1
3. CCOC(=O)c1cc2n(c1/N=C/N(C)C)-c1ccccc1C2=O
4. Cc1cccc(-c2noc(CCCC(=O)N3CCOCC3)n2)c1
5. CC1(C)Oc2ccc(C(=O)NC3CCCC3)cc2N(CC(=O)N2CCOCC2)C1=O
6. CC(=O)C1=C(C)NC(SCC(=O)c2cc(Cl)ccc2Cl)=C(C#N)C1c1ccco1 (stereo not drawn)
7. COc1ccc2nc(SCC(=O)N(C)CC(=O)Nc3ccc(F)cc3)[nH]c2c1
8. Cc1ccc(C(=O)OCC(=O)Nc2cc(Cl)ccc2C#N)o1

compound no.	1	2	3	4	5	6	7	8
CHRM1 PAM	8	11	9	3	9	17	4	10
CHRM1 antagonist	-2	-2	-3	-13	-9	-15	-2	-18
M4 antag	4	9	-12	-9	11	-5	-12	-1
CHRM5 antagonist	-14	-2	-2	0	2	-3	2	-1
M5 ag	-1	-2	-2	4	-1	1	-1	-1
M5 PAM	7	5	3	0	-1	-2	6	2
M4 ag	1	1	0	6	2	4	1	1
M1 ag	-6	-5	-3	-4	-2	1	-2	-2
TAAR1 agonist	3	3	1	2	2	1	0	1

9. CCOC1(OCC)N=C(N)C2(C#N)C(c3ccc(NC(C)=O)cc3)C12C#N (stereo not drawn)
10. COc1ccc(Nc2ccc3ccccc3c2)cc1
11. O=c1c2ccccc2nc(SCc2ccccc2Cl)n1Cc1ccccc1
12. CCOC(=O)c1ccc(CNC(=O)c2cc(C(C)(C)C)oc2C)o1
13. O=C(NCc1ccccc1)C1c2ccccc2OCC(=O)N1CCCN1CCOCC1 (stereo not drawn)
14. CCC(=O)N=C1SC2CS(=O)(=O)CC2N1c1cccc(OC)c1 (stereo not drawn)
15. CSc1cccc(NC(=O)CSc2ccc(Cl)cc2)c1
16. Clc1ccccc1-c1cc2nc(NCc3ccco3)ccn2n1

compound no.	9	10	11	12	13	14	15	16
CHRM1 PAM	10	-3	1	2	·	9	4	7
CHRM1 antagonist	-11	0	-7	8	·	-12	-29	-1
M4 antag	-1	-4	-3	18	-4	2	-10	0
CHRM5 antagonist	-3	6	0	1	1	-4	0	6
M5 ag	-1	-3	-2	3	2	-6	-6	1
M5 PAM	4	-9	5	-2	-2	11	0	-2
M4 ag	1	2	-1	2	1	1	5	2
M1 ag	-1	-4	-3	-1	·	1	-4	-1
TAAR1 agonist	2	-3	6	3	1	2	4	2

# Six entries already listed, sorted by length of the SMILES, high to low:
12. CCOC(=O)c1ccc(CNC(=O)c2cc(C(C)(C)C)oc2C)o1
14. CCC(=O)N=C1SC2CS(=O)(=O)CC2N1c1cccc(OC)c1 (stereo not drawn)
11. O=c1c2ccccc2nc(SCc2ccccc2Cl)n1Cc1ccccc1
8. Cc1ccc(C(=O)OCC(=O)Nc2cc(Cl)ccc2C#N)o1
15. CSc1cccc(NC(=O)CSc2ccc(Cl)cc2)c1
10. COc1ccc(Nc2ccc3ccccc3c2)cc1

compound no.	12	14	11	8	15	10
CHRM1 PAM	2	9	1	10	4	-3
CHRM1 antagonist	8	-12	-7	-18	-29	0
M4 antag	18	2	-3	-1	-10	-4
CHRM5 antagonist	1	-4	0	-1	0	6
M5 ag	3	-6	-2	-1	-6	-3
M5 PAM	-2	11	5	2	0	-9
M4 ag	2	1	-1	1	5	2
M1 ag	-1	1	-3	-2	-4	-4
TAAR1 agonist	3	2	6	1	4	-3

# The list continues:
17. CCOC(=O)CSc1nnc([C@H](CC(C)C)NC(=O)OC(C)(C)C)o1
18. CCCc1ccc(OCc2ccc(C(=O)N/N=C/c3cccc([N+](=O)[O-])c3)o2)c(OC)c1
19. CCN(CC)c1ccc(S(=O)(=O)N2CCCCC2)cc1NC(=O)CN1C(=O)NC2(CCCC2)C1=O
20. Cc1ccc(-c2nnc(OCCN3CCOCC3)c3ccccc23)cc1
21. Cc1ccc(NC(=O)CC2Oc3ccccc3NC2=O)c(C)c1 (stereo not drawn)
22. Cc1ccc(NC(=O)c2ocnc2C)cc1Cl
23. CCCCN(C)CCn1c(=S)[nH]c2ncccc2c1=O
24. CC(C)(C)C(=O)CN1C2=NCCCN2c2ccccc21

compound no.	17	18	19	20	21	22	23	24
CHRM1 PAM	6	1	17	4	10	6	3	5
CHRM1 antagonist	-11	-22	-22	-8	-12	-7	5	-10
M4 antag	-2	3	-4	-6	-6	14	-8	14
CHRM5 antagonist	-5	-3	2	-8	8	0	-4	10
M5 ag	-3	-4	1	-10	1	-1	0	-8
M5 PAM	3	7	2	4	-6	5	10	4
M4 ag	0	1	0	-1	0	0	0	2
M1 ag	-2	-3	0	-7	1	-6	-4	-6
TAAR1 agonist	8	14	4	-1	-1	·	1	-1

# Reprinted from the part before: two entries, then new ones.
23. CCCCN(C)CCn1c(=S)[nH]c2ncccc2c1=O
24. CC(C)(C)C(=O)CN1C2=NCCCN2c2ccccc21
25. CC(C)NC(=O)N(Cc1ccccc1)Cc1cccs1
26. NC(=O)c1ccsc1NC(=O)CSc1nnc(NC2CC2)s1
27. Cc1ccc(C2c3[nH]c4ccccc4c3C[C@H]3C(=O)N(c4ccccc4C(=O)N4CCC(C(=O)O)CC4)C(=O)N23)cc1 (stereo partly drawn)
28. COc1cc(SC)ccc1C(=O)Nc1ccc2ncccc2c1
29. O=C(Cc1ccc(-c2ccccc2)cc1)NC(c1ccccc1)c1ccccc1
30. CCN(CC)CCCN(Cc1cc2cc(OC)c(OC)cc2[nH]c1=O)C(=O)Nc1ccccc1
31. O=S(=O)(NN=Cc1ccc(O)cc1O)c1cc(Cl)c(Cl)cc1Cl
32. Cc1ccccc1NC(=O)c1ccc(-c2ccc(Cl)cc2Cl)o1

compound no.	23	24	25	26	27	28	29	30	31	32
CHRM1 PAM	3	5	4	-2	8	8	-7	-6	7	-5
CHRM1 antagonist	5	-10	-1	-6	-15	-15	9	5	-3	-6
M4 antag	-8	14	16	3	5	8	2	-4	-6	-3
CHRM5 antagonist	-4	10	-8	9	7	2	2	3	13	1
M5 ag	0	-8	5	6	1	-4	-1	-4	2	-3
M5 PAM	10	4	9	-9	4	1	-2	6	-1	-3
M4 ag	0	2	0	1	-1	4	0	2	1	-2
M1 ag	-4	-6	-3	-2	-2	-6	-3	-4	2	-4
TAAR1 agonist	1	-1	3	0	1	2	10	9	3	9

33. Fc1ccc(-c2nnc3n2CCCCC3)cc1
34. COc1ccccc1CNS(=O)(=O)c1c(C(=O)N2CCCCCC2)c(C)n(C)c1C
35. CC(C)(C)NC(=O)c1ccc2c(c1)C1C3CCC(C3)C1C(c1ccccc1)N2 (stereo not drawn)
36. COc1ccc(CNCCC(c2ccccc2)c2ccc(OC(C)C)cc2)cc1OC (stereo not drawn)
37. O=C(COC(=O)[C@@H]1CC(O)CN1S(=O)(=O)c1ccccc1[N+](=O)[O-])c1ccccc1 (stereo partly drawn)
38. NS(=O)(=O)c1ccc(NC(=O)c2ccc(CNS(=O)(=O)c3cc(C(F)(F)F)ccc3Cl)cc2)cc1
39. CCc1nn(C(CC)C(=O)NCCCN2CC(C)CC(C)C2)c(=O)c2cc3oc(C)cc3n12 (stereo not drawn)
40. N#C/C(=C\c1coc2ccc(O)cc2c1=O)C(=O)Nc1nc2ccccc2s1

compound no.	33	34	35	36	37	38	39	40
CHRM1 PAM	7	3	-6	-9	2	-2	2	-13
CHRM1 antagonist	-2	-6	-5	14	-4	3	-3	21
M4 antag	-11	4	7	7	-5	0	-13	39*
CHRM5 antagonist	-7	2	0	11	7	6	3	48*
M5 ag	1	-6	-2	1	3	-2	-10	105*
M5 PAM	9	-2	-7	-5	-10	-4	-1	-28
M4 ag	0	1	-1	12	14	2	-1	67*
M1 ag	-13	-3	-8	-7	-1	-3	-6	62*
TAAR1 agonist	3	17	-1	37	10	4	-3	480*

41. CCCCCCCCCCCCN1[C@@H](CC(=O)OC)c2cc(F)cc(F)c2S1(=O)=O
42. CCCCC1OC23CCCCC2C(C#N)(C#N)C1(C#N)C(=N)O3 (stereo not drawn)
43. O=C(CSc1nc2ccccc2o1)Nc1nc(-c2ccccc2)c(-c2ccccc2)s1
44. CC(C(=O)Nc1ncc2c(n1)CC(C)(C)CC2=O)N1C(=O)c2ccccc2C1=O (stereo not drawn)
45. CCOC(=O)/C(=N/Nc1ccccc1)Sc1nnc(CCc2ccccc2)n1-c1ccccc1
46. CC(=NCc1ccccc1)c1ccccc1O
47. CCOc1ccccc1NC(=O)COC(=O)c1cccc(-c2ccc(OC(C)=O)cc2)c1
48. CCOC(=O)Nc1ccc(OC(=O)Oc2ccc(NC(=O)OCC)cc2)cc1

compound no.	41	42	43	44	45	46	47	48
CHRM1 PAM	9	8	7	3	2	3	4	5
CHRM1 antagonist	-1	-10	-10	-7	-8	-11	-4	-21
M4 antag	-4	-4	8	2	5	-1	-4	-18
CHRM5 antagonist	1	-6	6	-5	12	0	4	-5
M5 ag	1	0	2	-3	-1	0	-2	1
M5 PAM	6	2	-6	8	-5	-2	-1	-4
M4 ag	1	3	0	0	0	1	2	-1
M1 ag	1	-4	-8	-5	-5	-1	-5	-2
TAAR1 agonist	0	0	2	1	7	11	5	-1

49. CCCn1c(=O)c2[nH]c(C3CCCC3)nc2n(CCC)c1=O
50. N#Cc1c(F)cccc1NCc1cccnc1
51. COc1ccc(CN2C(=O)C(CC(=O)NCC3CCCCC3)CC(C(=O)N(C(C)C)C(C)C)=C2C)cc1 (stereo not drawn)
52. Cc1ccc(N2C(=O)/C(=C/c3cccnc3)SC2=S)cc1
53. Cc1ccc(C(=O)Nc2ccccc2C(=O)NCc2ccccc2)cc1
54. O=C(NNC(=S)Nc1cccc(C(F)(F)F)c1)c1ccccc1Cl
55. COc1ccc(C(=O)Nc2oc(-c3ccccc3)c(-c3ccccc3)c2C#N)cc1
56. COc1cccc(/C=C/c2[nH]c(=O)[nH]c(=O)c2[N+](=O)[O-])c1O

compound no.	49	50	51	52	53	54	55	56
CHRM1 PAM	4	9	5	10	2	-11	4	6
CHRM1 antagonist	-17	-16	-6	-9	-1	1	-28	-9
M4 antag	2	-2	-13	2	-2	6	0	1
CHRM5 antagonist	-2	-3	-8	3	2	5	9	8
M5 ag	0	-5	-3	3	-1	4	-4	2
M5 PAM	-1	4	8	7	-2	-13	-8	0
M4 ag	0	1	-2	-1	2	6	0	0
M1 ag	-3	-5	-6	-1	-4	2	-2	-1
TAAR1 agonist	1	3	3	3	·	4	10	0

# Compound activity as filed in PubChem.
